Screening results (PubChem BioAssay)
Tb PFK block: T. brucei PFK enzyme inhibition; O15648; T. brucei PFK, ADP-Glo luminescence; Potency, µM (highest dose often 57.5 µM), for inactives: top-dose activity, negative = inhibition, usual class: inhibitors; 330,000 compounds, 0.17% hits;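 further: potency means the concentration at half of the fitted maximal effect; 0% = uninhibited 1x PFK enzyme wells and -100% = no-enzyme wells; nearly all actives have a fitted effect of over 60% in size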
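In TEA buffer at pH 8.0 with 5 mM MgCl2, enzyme (1.25 nM) converted F6P (0.5 mM) and ATP (0.1 mM) for 45 min at room temperature. ADP product was read by luciferase luminescence.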
ELG1 DNA repair: blocks ELG1-dependent DNA repair in HEK293T cells. HEK293T ELG1-luciferase reporter, luminescence, 16 h; DNA damage induced by 5-fluorouridine. 330,000 compounds, 2.3% hits. Potency, µM (series often up to 46.1 µM), inactives show top-dose activity change, negative = inhibition, usual class: inhibitors. AID 504467; further: potency means the concentration at half of the fitted maximal effect; on the % scale 0 is the no-effect control and ±100 the full control effect; nearly all actives have a fitted effect of over 55% in size
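Quantitative HTS, concentration-response format. 2,000 cells/well co-treated with 5-fluorouridine and compound, 16 hr in 5% CO2 at 37 °C; ONE-Glo luminescence read after 30 min.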
Mito fusion act: blocks mitochondrial division or promotes mitochondrial fusion. S. cerevisiae fusion-defective mutant growth rescue, CellTiterGlo 48 h. AID 485298. 320,000 compounds, 0.23% hits. Potency, µM (doses to about 46.1 µM), for inactives: at the highest dose growth rescue (activation), usual class: activators;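 further: potency means the concentration at half of the fitted maximal effect; % of control where 0% means no effect; nearly all actives have a fitted effect of over 45% in size; temperature-sensitive fusion mutants such as fzo1-1 at 37 °C on non-fermentable ethanol glycerol medium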
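Compounds are tested for their ability to restore growth of mitochondrial fusion-defective yeast strains at non-permissive 37C in YPEG medium over 48 hours. Viability is quantified by luciferase luminescence.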
TCR activator: activates T cell receptor signaling | Potency, µM (titrated, usually from 9.22 µM), inactives show at the highest dose activation of IL-2 secretion, actives largely listed as activators | primary human leukocytes, anti-CD3, IL-2 HTRF, 48 h | 330,000 tested, under 10 active | AID 504894; further: % of control where 0% means no effect
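Activity was scored as IL-2 release from primary human leukocytes given only a TCR signal (a-CD3 beads) plus compound for 48 hr. Detection used a two-antibody HTRF format read at 665nm.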
USP2a block: USP2a (human) protease inhibition; 330,000 compounds, 0.01% hits; USP2 core, Ub-CHOP2 coupled fluorogenic reporter, 485/531; Potency, µM (highest dose often 38.3 µM), for inactives: at the top dose activity change, negative = inhibition, hits mostly inhibitors; O75604;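 further: potency means the concentration at half of the fitted maximal effect; plate controls were DMSO wells for no effect and full inhibition by NEM control for full effect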
Target sequence (O75604 whole entry, looked up): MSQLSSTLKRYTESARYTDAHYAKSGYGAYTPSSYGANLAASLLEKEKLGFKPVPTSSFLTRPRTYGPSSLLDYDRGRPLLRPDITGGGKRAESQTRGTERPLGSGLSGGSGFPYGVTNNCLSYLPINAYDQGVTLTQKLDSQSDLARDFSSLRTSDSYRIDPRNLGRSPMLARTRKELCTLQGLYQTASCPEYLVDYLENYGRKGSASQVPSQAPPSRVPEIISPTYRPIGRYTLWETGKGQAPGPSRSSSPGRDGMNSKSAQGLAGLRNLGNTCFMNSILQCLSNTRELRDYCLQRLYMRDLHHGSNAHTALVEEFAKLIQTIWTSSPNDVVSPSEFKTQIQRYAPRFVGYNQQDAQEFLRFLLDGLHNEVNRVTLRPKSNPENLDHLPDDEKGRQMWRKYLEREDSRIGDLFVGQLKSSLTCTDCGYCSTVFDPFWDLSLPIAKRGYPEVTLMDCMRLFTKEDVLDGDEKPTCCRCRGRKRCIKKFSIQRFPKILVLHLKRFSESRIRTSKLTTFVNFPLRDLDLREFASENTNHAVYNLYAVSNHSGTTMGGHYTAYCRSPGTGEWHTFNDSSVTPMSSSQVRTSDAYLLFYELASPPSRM
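USP2 core (10nM final) preincubated 30min RT with compound in 20mM Tris-HCl pH 8.0, 2mM CaCl2, 2mM beta-mercaptoethanol, 0.05% CHAPS; 25nM Ub-CHOP2 plus 25nM reporter substrate added, fluorescence (Ex485/Em531) read after 60min.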
TSHR antag: antagonists of human thyroid stimulating hormone receptor | P16473 | TSHR-expressing cells, TSH-stimulated cAMP HTRF, 2 h; active compounds read low | activity change, negative = inhibition, % at 11.5 µM | 330,000 compounds, 0.2% hits | AID 504810;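 active means activity change below a set negative limit, meaning inhibition stronger than a set level, cut at about -70% in these data; inconclusive means activity change between two set negative limits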; further: on the % scale 0 is the no-effect control and ±100 the full control effect
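TSHR-expressing cells, 200/well, pre-treated with compound, then stimulated with EC80 TSH (4nM final) for 2 hours at 37 deg C. cAMP measured by competitive HTRF: anti-cAMP cryptate antibody in lysis buffer plus cAMP-d2, read after 30 minutes at room temperature.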
TSG101-PTAP inh: blocks PTAP/TSG101 interaction to inhibit HIV-1 budding. Potency, µM (doses to about 115 µM), for the others: top-dose activity change, negative = inhibition, usual class: inhibitors. 340,000 tested, under 10 active. Q99816. AID 493005. Fluorescence polarization, FITC-PTAP peptide / Tsg101 binding; active means well fitted inhibition curve with a large enough effect in the main read-out, with a control signal flat, not every such curve was filed as active; inconclusive means small, poorly fitted or top-dose-only effect, or effect the other way, or a change in a side signal; inactive means no such curve, though single readings can be large or run the other way; further: potency means the concentration at half of the fitted maximal effect; % of control where 0% means no effect
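Fluorescence anisotropy tracks displacement of a FITC-tagged PTAP peptide (50 nM) from the Tsg101 binding domain (10 uM), following a 20 min room-temperature incubation at pH 7.5.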
B2AR arrestin: agonists driving beta-arrestin recruitment to human beta2-adrenergic receptor | P07550 | beta-arrestin recruitment to beta2AR, cell-based reporter | Potency, µM (top dose mostly 46.1 µM), without a hit: top-dose activation, usual class: activators | 330,000 compounds, 0.02% hits;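 further: potency means the concentration at half of the fitted maximal effect; 0% = DMSO controls and full agonism = EC100 isoproterenol or metaproterenol; nearly all actives have a fitted effect of over 65% in size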
Eya2 phos inh: Eya2 (human) phosphatase inhibition; O00167; recombinant Eya2, OMFP fluorescence dephosphorylation (OMFP is methylfluorescein phosphate); Potency, µM (doses to about 76.9 µM), for inactives: at the top dose activity, negative = inhibition, actives largely listed as inhibitors; 330,000 compounds, 0.006% hits; further: potency means the concentration at half of the fitted maximal effect; on the % scale 0 is the no-effect control and ±100 the full control effect
Target sequence (O00167 whole entry, looked up): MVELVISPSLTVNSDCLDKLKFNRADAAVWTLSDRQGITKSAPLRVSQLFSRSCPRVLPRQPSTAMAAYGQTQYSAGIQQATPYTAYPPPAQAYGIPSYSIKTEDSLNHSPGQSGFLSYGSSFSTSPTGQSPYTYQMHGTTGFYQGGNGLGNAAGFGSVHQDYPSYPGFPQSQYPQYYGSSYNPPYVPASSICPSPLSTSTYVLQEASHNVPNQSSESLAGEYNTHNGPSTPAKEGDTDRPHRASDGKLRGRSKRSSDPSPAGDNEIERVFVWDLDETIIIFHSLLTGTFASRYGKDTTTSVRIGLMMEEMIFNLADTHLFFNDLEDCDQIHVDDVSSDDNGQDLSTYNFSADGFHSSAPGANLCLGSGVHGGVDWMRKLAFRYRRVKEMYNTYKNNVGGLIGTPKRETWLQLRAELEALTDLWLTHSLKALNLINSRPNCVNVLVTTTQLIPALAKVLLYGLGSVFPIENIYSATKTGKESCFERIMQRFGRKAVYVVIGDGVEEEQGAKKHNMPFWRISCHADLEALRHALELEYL
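Eya2 protein (added as 0.2 uM solution) was preincubated with compound for 10 min at ambient temperature in 50 mM HEPES pH 7.5, 50 mM NaCl, 5 uM MgCl2, 0.05% BSA, 1 mM DTT. OMFP (added at 50 uM) then reacted 10 min; fluorescence read at 485/525 nm.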
uPA surface inh: inhibitors of cell surface uPA generation. cell surface uPA generation assay, qHTS. AID 540303. 330,000 compounds, 0.31% hits. Potency, µM (highest dose often 38.3 µM), inactives show at the highest dose activity change, negative = inhibition, usual class: inhibitors; active means well fitted inhibition curve with a large enough effect; inconclusive means small, poorly fitted or top-dose-only effect; inactive means no such curve, though single readings can be large or run the other way; tested in mouse RAW 264.7 cells; further: potency means the concentration at half of the fitted maximal effect; on the % scale 0 is the no-effect control and ±100 the full control effect; nearly all actives have a fitted effect of over 55% in size
BCR signal inh: inhibitors of chronic active B-cell receptor signaling; AID 493014; Potency, µM (titrated, usually from 46.1 µM), for inactives: at the top dose ratio change, negative = lower green/red ratio, most hits filed as inhibitors; ABC-DLBCL IkBa-CBG/CBR reporter, luminescence ratio, 4 h; 340,000 compounds, 0.05% hits; active means well fitted inhibition curve with a large enough effect in the signal ratio, with a control signal flat, not every such curve was filed as active; inconclusive means small, poorly fitted or top-dose-only effect, or effect the other way, or a change in a side signal; the % refers to the signal ratio;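 further: potency means the concentration at half of the fitted maximal effect; plate controls were basal doxycycline-induced cells for no effect and cells given 10 µM MG132 for full effect; MG132 reads +100%, hits lower the ratio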
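Compounds up to 46 uM were incubated four hours with TMD8 cells whose green CBG68 luciferase is fused to IkappaBalpha; red CBR luminescence normalised the signal, and concentration-effect curves were fitted to fusion, red and ratio data.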
An asterisk follows results filed as active; ? = inconclusive; · = no result given; [ ] = remark or other dose. Unless noted, the call rests on the fitted dose curve; in most records, active means well fitted curve in the direction sought with a large enough effect; inconclusive means small, poorly fitted or top-dose-only effect, or another doubt; inactive means no such curve, though single readings can be large; an effect the other way counts as inactive or inconclusive.

| molecule | Tb PFK block | ELG1 DNA repair | Mito fusion act | TCR activator | USP2a block | TSHR antag | TSG101-PTAP inh | B2AR arrestin | Eya2 phos inh | uPA surface inh | BCR signal inh |
| --- | --- | --- | --- | --- | --- | --- | --- | --- | --- | --- | --- |
| Cc1ccc(C2=[N+]([O-])C3(CCCCC/C3=N\NC(N)=O)N(O)C2(C)C)o1 (stereo unspecified) | 3% | -3% | -1% | -7% | 6% | 2 | 0% | 0.3% | -1% | 3% | ? |
| CCn1nnc(NC(=O)c2ccc(-c3ccccc3[N+](=O)[O-])o2)n1 | 9% | ? | 1% | -3% | -1% | 0 | -2% | -0.1% | 3% | 0% | -1% |
| Cc1ccc(N2C(=O)SC(Cc3ccccc3)C2=O)cc1 (stereo unspecified) | -26% | 6% | -3% | -6% | 2% | 9 | -1% | 4.1% | -16% | -1% | ? |
| O=C(COC(=O)Cn1c(C(F)(F)F)nc2ccccc21)Nc1ccc2c(c1)OCCO2 | -3% | 11% | -1% | 12% | 1% | 18 | 0% | -0.2% | 6% | -2% | -10% |
| CCCc1[nH]nc2c1C(c1ccccc1OC)C(C#N)=C(N)O2 (stereo unspecified) | 5% | 18% | 2% | 0% | 1% | -11 | -2% | 0.0% | -11% | -9% | ? |
| O=C(Nc1ccccc1)c1cccnc1N1CCCC1 | 1% | -2% | 2% | -1% | 1% | 2 | -1% | -0.2% | 20% | · | -4% |
| Cc1[nH]c2ccccc2c1C(=O)C(=O)N1CCN(c2ccccc2F)CC1 | 0% | -1% | 1% | 5% | 0% | -1 | 0% | 0.1% | 3% | 21% | -8% |
| CCn1nc(C)c(/C=N\NC(=O)c2cccc(OC)c2)c1C | -1% | 16% | 1% | 0%[46.1 µM] | 1% | 19 | -1% | -0.2% | 3% | 0% | ? |
| C[C@@]12C(=O)N(Cc3ccccc3)CC(=O)N1[C@H]1c3cc(Cl)ccc3OC[C@@H]1[C@@H]2c1ccccc1 | 1% | -20% | ? | -6% | 1% | 15 | 0% | -0.9% | 8% | 4% | ? |
| O=C(NNC(=S)NC(=O)c1cccc([N+](=O)[O-])c1)c1ccc(Br)cc1 | -3% | ? | ? | -1% | 1% | 9 | -5% | 0.1% | 6% | -4% | 3% |
| Cc1nc2cc(N3CCN(C)CC3)c(NC(=O)Cc3ccccc3)cc2c(=O)n1Cc1ccccc1 | 0% | ? | -1% | -9% | -2% | 17 | 0% | -0.4% | 27% | -7% | -2% |
| COc1ccc(CNC(=O)CCC(=O)N2CCN(S(=O)(=O)c3ccc(Cl)cc3)CC2)cc1 | -4% | 1% | 4% | 6% | 0% | 40 | -1% | -0.8% | 11% | -9% | -3% |
| COc1ccccc1N1C(=O)C2CCC(c3ccccc3)CC2C1=O (stereo unspecified) | 1% | -18% | 12% | 0% | 2% | -1 | -6% | -0.2% | -11% | -1% | 0% |
| CCN(c1ccccc1)S(=O)(=O)c1ccc(Cl)c(NC(=O)CN(C)C2CCN(C)CC2)c1 | -5% | -2% | 10% | -2% | 3% | 7 | 2% | -0.8% | 0% | -7% | ? |
| CC(c1c(O)c2ccccc2[nH]c1=O)C1(C)CCC(O)C(C)(C)O1 (stereo unspecified) | 1% | 3% | -2% | 0% | 2% | 4 | -4% | 0.3% | 2% | 9% | -2% |
| O=C(CCc1ccc(O)cc1)NNC(=S)NCCc1ccccc1 | -2% | ? | 1% | 0% | 1% | 6 | -4% | -0.7% | 1% | -3% | -1% |
| O=C(c1cccn(Cc2ccc(Cl)c(Cl)c2)c1=O)N1CCOCC1 | ? | 8% | -3% | 2% | -1% | 11 | -6% | -0.4% | 8% | · | -9% |
| CCc1ccccc1NC(=O)N1CCCc2ccccc21 | -11% | 30% | 0% | 8% | 2% | 20 | 3% | 3.1% | 12% | 1% | -2% |
| COc1ccc(C2C(C#N)=C(N)Oc3n[nH]c(C)c32)cc1Cn1nnc2ccccc21 (stereo unspecified) | -13% | -1% | -4% | 3% | -1% | -1 | -10% | -1.3% | 5% | -5% | -11% |
| Cc1cc(C(=O)Nc2sc3c(c2C#N)CCC(C)C3)no1 (stereo unspecified) | -1% | ? | 17% | -1% | 3% | -5 | -4% | -0.2% | 4% | · | ? |
| Cn1cc(NC(=O)OCc2ccc(Cl)cc2)c(C(F)(F)F)n1 | 0% | ? | -10% | -3% | 2% | -1 | -3% | -0.1% | 14% | 11% | -17% |
| COc1ccc(NC(=O)CSc2ccc(NC(C)=O)cc2)cc1S(=O)(=O)N1CCOCC1 | -5% | 0% | · | 0% | 3% | -10 | 0% | -0.6% | -15% | 2% | -18% |
| CC1CCC(N2CCN(S(=O)(=O)Cc3ccccc3)CC2)CC1 (stereo unspecified) | 1% | 9% | -6% | 0% | 0% | 11 | 1% | -0.1% | 12% | 0% | -6% |
| Cc1cccc(NC2(C(F)(F)F)N=C3SCCN3C2=O)n1 (stereo unspecified) | -4% | -4% | -2% | -6% | -1% | -6 | -6% | 6.1% | -1% | 1% | -7% |
| COCCNC(=O)c1ccc(CN2CCC(Cc3ccccc3)CC2)cc1 | -8% | -9% | 2% | · | 0% | -1 | 0% | -0.4% | 6% | -8% | -2% |

Entries of single compounds from above. Order of values: Tb PFK block | ELG1 DNA repair | Mito fusion act | TCR activator | USP2a block | TSHR antag | TSG101-PTAP inh | B2AR arrestin | Eya2 phos inh | uPA surface inh | BCR signal inh
Entry for `Cc1cc(C(=O)Nc2sc3c(c2C#N)CCC(C)C3)no1` (stereo unspecified) : -1% | ? | 17% | -1% | 3% | -5 | -4% | -0.2% | 4% | · | ?
Entry for `COc1ccccc1N1C(=O)C2CCC(c3ccccc3)CC2C1=O` (stereo unspecified) : 1% | -18% | 12% | 0% | 2% | -1 | -6% | -0.2% | -11% | -1% | 0%
Entry for `O=C(c1cccn(Cc2ccc(Cl)c(Cl)c2)c1=O)N1CCOCC1` : ? | 8% | -3% | 2% | -1% | 11 | -6% | -0.4% | 8% | · | -9%

The list goes on.
| molecule | Tb PFK block | ELG1 DNA repair | Mito fusion act | TCR activator | USP2a block | TSHR antag | TSG101-PTAP inh | B2AR arrestin | Eya2 phos inh | uPA surface inh | BCR signal inh |
| --- | --- | --- | --- | --- | --- | --- | --- | --- | --- | --- | --- |
| O=C(CSc1ccc(-c2nc3ccccc3[nH]2)cn1)Nc1ccc(S(=O)(=O)NC2CC2)cc1 | 0% | 10% | 2% | 7%[46.1 µM] | 1% | 11 | -4% | ? | -17% | -3% | ? |
| Cc1ccc(C)c(Nc2cc(C)nc3ncnn23)c1 | 0% | ? | 0% | · | 2% | 4 | -2% | 2.9% | -9% | -3% | -12% |
| COC(=O)c1c(C(=O)OC)c2ccccn2c1C(=O)c1ccc([N+](=O)[O-])cc1 | -2% | ? | -9% | 0% | 0% | -6 | 2% | -0.1% | 4% | -5% | 2% |
| Cc1ccnc(SCC(N)=O)n1 | 1% | 3% | -5% | -7% | 3% | 16 | 2% | -0.3% | 18% | 0% | 0% |
| O=C(Nc1ccc(N2CCOCC2)cc1)c1ccc(COc2ccccc2)cc1 | -1% | ? | -2% | 0% | 2% | -7 | -7% | 0.2% | 4% | 2% | -1% |
| COC(=O)c1ccc(Oc2nc(Nc3ccc(C)c(C)c3)nc(N(C)C)n2)cc1 | 0% | 21µM* | 8% | 2% | 4% | -14 | -6% | -0.2% | 12% | · | -25% |
| O=C(NCC1COc2ccccc2O1)c1ccc(NC(=O)c2ccco2)cc1 (stereo unspecified) | ? | -12% | 1% | -5% | 1% | -2 | 0% | 0.0% | 0% | 0% | 0% |
| Cn1c2ccccc2c2nnc(SCc3ccc4nonc4c3)nc21 | 14% | 7% | 0% | 3% | 0% | -2 | -5% | -0.1% | -33% | 1% | 6% |
| COc1ccc(OC)c(CCNC(=O)c2nn(C)c3c2CS(=O)(=O)c2ccccc2-3)c1 | 12% | ? | 19% | -3% | 2% | -9 | 0% | 0.5% | -1% | 6% | 0% |
| CCn1ncc(Br)c1C(=O)Nc1ccc2c(c1)OCCO2 | -4% | ? | -2% | -3% | 0% | 5 | 0% | 0.3% | -5% | -2% | -4% |
| O=C(CSc1nc2ccccc2o1)NCC(=O)c1ccccc1 | -5% | -2% | -2% | -17% | -2% | 3 | -5% | 0.4% | -2% | 3% | -1% |
